# Source: PubChem BioAssay (several laboratories)
# V-ATPase pH: yeast V-ATPase proton transport regulation by pHLuorin; hit rate 0.37% among 350,000; S. cerevisiae, pHLuorin cytosolic pH fluorescence; response, % at 10 µM; in the data active = response mostly above about 7.3%, no sharp cut-off; inactive = mostly below about 5.4%; also: actives read high; inactives centre near 0; some compounds called inactive have numbers as strong as hits; reference of the scale not given here
# Wnt act: activates Wnt/beta-catenin signaling in a reporter cell assay. activation, % at 9.35 µM. activator, plate reader. hit rate 1.2% among 300,000; in the data active = activation above about 30%, passing the limit was not always enough; inconclusive = no clear call, values can overlap the other calls;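 also: 0% = neutral control wells and 100% = positive control wells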
# Rtt109 HAT inh: C. albicans Rtt109 histone acetyltransferase inhibition. purified Rtt109/Vps75, ThioGlo CoA-SH fluorescence, 4 h. inhibition, % at 34.9 µM. hit rate 0.16% among 330,000. AID 540336;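 active = inhibition of at least 50% in every replicate; inconclusive = best replicate reaches 50% inhibition but some replicates fall short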
# Tat export inh: E. coli Tat transport inhibition. E. coli MC4100 TorA-mCherry Tat export, fluorescence. inhibition, % at 10 µM. hit rate 0.036% among 340,000. AID 488895;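 active = mean replicate inhibition at least 50% and at least half of replicates individually reaching 50%; inconclusive = only one of the two criteria met; inactive = neither criterion met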;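 also: exported cargo escapes ClpAP degradation while cytoplasmic cargo is degraded and loses fluorescence; 0% = median of neutral control wells and 100% = median of NaSCN control wells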
# CAL PDZ FP-1: CAL PDZ (human) peptide binding inhibition | hit rate 0.92% among 300,000 | Q9HD26 | AID 602252 | inhibition, % at 24.9 µM | purified CAL PDZ, TMR-peptide fluorescence polarization, 1 h;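 active = mean inhibition of at least 30% with at least half of replicates also reaching 30%; inconclusive = no clear call, values can overlap the other calls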;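 also: 0% = DMSO neutral control and 100% = excess unlabeled competitor peptide PRC23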
# MITF TRPM1 HTS: increases MITF-driven TRPM1 promoter luciferase signal | SK-MEL-5 TRPM1-promoter luciferase, 24 h; % of positive control, neutral wells = 0 | activation, % at 12.5 µM | hit rate 0.75% among 300,000;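 active = mean activation of at least 80% with every replicate also reaching 80%; inconclusive = mean reaches 80% but some replicate falls short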;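 also: 0% = neutral control wells and 100% = parthenolide positive control wells; values of inactives mirror those of a sister screen read the other way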
# CDK5 p35 inh: blocks human CDK5/p35 kinase activity. hit rate 0.01% among 330,000. Recombinant CDK5/p35, ADP-Glo luminescence, 60 min. inhibition, % at 10 µM. Q00535+Q15078;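 active = highest replicate inhibition of at least 50% and at least 75% of replicates reaching 50%; inconclusive = only one of the two criteria met; inactive = both criteria failed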;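 also: plate controls were DMSO neutral control for no effect and GW8510 at 10 µM for full effect; many of its hits are not listed in these tables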
# Target sequence (Q00535 whole entry, looked up): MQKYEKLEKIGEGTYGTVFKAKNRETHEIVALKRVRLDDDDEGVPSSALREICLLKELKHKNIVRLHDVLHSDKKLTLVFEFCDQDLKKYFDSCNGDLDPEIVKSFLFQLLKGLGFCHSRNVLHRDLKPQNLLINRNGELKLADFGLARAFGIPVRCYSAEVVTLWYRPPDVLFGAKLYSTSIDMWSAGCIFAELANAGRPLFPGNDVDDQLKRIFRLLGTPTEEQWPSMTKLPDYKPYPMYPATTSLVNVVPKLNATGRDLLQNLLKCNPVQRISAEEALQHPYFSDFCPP
# Target sequence (Q15078 whole entry, looked up): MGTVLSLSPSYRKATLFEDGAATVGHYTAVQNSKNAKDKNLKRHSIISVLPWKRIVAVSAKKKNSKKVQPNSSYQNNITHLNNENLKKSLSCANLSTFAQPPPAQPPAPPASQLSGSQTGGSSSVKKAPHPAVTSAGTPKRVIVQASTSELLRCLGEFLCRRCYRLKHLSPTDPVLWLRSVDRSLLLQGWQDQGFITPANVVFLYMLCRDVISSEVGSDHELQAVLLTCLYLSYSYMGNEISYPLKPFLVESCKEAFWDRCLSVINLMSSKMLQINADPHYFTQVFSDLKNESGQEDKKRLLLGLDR
# CAL PDZ FP-2: human CAL PDZ-peptide interaction inhibition | hit rate 0.02% among 330,000 | AID 504414 | Q9HD26 | purified CAL PDZ, TMR-peptide fluorescence polarization, 1 h | inhibition, % at 20 µM;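 active = highest replicate inhibition of at least 40%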;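 also: plate controls were DMSO neutral control wells for no effect and unlabeled competitor peptide control wells for full effect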
#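 Material: tagged CAL PDZ domain; buffer or medium: 25 mM sodium phosphate pH 7.4, 150 mM NaCl, TCEP, IgG, Thesit; compound dosing: single point, 20 µM; schedule: 1 h incubation at room temperature before polarization reading; measured by: FP readout, S and P plane fluorescence; read-out basis: percent inhibition from loss of millipolarization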
# dFosB act: activators of mouse delta FosB homodimer; activation, % at 25 µM; hit rate 0.99% among 340,000; purified delta FosB, TAMRA-CDK5 oligo fluorescence polarization; percent of positive-control signal above neutral wells; AID 493131;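 active = mean activation above about 17%, with every replicate also reaching it, limit read from the data, passing the limit was not always enough; inconclusive = only one of the two conditions met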;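 also: fluorescence polarization rise as delta FosB binds a TAMRA Cdk5 AP-1 oligo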
# Target sequence (P13346 whole entry, looked up): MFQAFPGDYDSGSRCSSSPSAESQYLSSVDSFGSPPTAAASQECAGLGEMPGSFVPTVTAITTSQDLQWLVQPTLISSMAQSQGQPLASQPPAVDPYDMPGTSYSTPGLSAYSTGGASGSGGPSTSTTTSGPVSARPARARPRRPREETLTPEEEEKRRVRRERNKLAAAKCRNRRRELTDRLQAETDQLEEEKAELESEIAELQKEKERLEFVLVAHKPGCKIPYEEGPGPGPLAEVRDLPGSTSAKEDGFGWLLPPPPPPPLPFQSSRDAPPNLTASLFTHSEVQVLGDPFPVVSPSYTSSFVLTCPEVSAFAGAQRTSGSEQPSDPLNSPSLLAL
# RTF Ca sens act: cardiac RTF calcium sensitization. IANBD-labeled TnC RTF fluorescence at EC20 calcium; 0% EC20 calcium, 100% full calcium. AID 493008. hit rate 0.24% among 340,000. P19429+P45379. activation, % at 7.2 µM;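 active = activation above the mean over all tested compounds plus 3 SD, cut at about 30% in these data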;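 also: rise in fluorescence read as greater calcium sensitivity of cardiac thin filaments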
# * = called active by the depositor; ? = inconclusive; · = not tested or not shown; & = joins results of further samples.
SMILES,V-ATPase pH,Wnt act,Rtt109 HAT inh,Tat export inh,CAL PDZ FP-1,MITF TRPM1 HTS,CDK5 p35 inh,CAL PDZ FP-2,dFosB act,RTF Ca sens act
CCCCn1c(SCC(=O)NCc2ccco2)nc2c(sc3ccccc32)c1=O,1,-10,-15,12,·,0,-14,-1.0,-3,5
Cc1nc(-c2ccccc2)nc2n[nH]c(N)c12,0,0,3,7,·,·,-0.7,-0.4,10,0
Cc1ccc(S(=O)(=O)c2c(C)nn(C(C)(C)C)c2OC(=O)C(C)C)cc1,-2,5,4,9,10,-5,-4.8,-0.1,-9,-3
CCC1=Nc2cc(C(=O)N3CCCCC3)ccc2Sc2ccc(C)cc21,-1,-2,13,8,11,8,-1.3,-2.9,0,-2
CCC(Sc1nc2c(c(=O)[nH]1)CCC2)C(=O)Nc1cccc(OC)c1 (stereo not given),-2,-4,-6,8,1,-4,-1.3,-0.9,-1,-3
O=C(Cc1ccccc1[N+](=O)[O-])Nc1nccs1,2,6,4,2,-5,-26,0.7,-1.0,-10,-2
CCCCCCn1cnc2c(c1=O)c1nc3ccccc3nc1n2/N=C/c1ccco1,9,·,-12,-5,7,15,-2.2,-2.5,-5,-6
Cc1ccc(S(=O)(=O)N2CCN(c3ncnc4ccccc34)CC2)cc1,3,-11,5,-2,-4,-3,2.7,-1.5,-9,-2
Cc1occc1-c1nnc(SCC(=O)Nc2nc(-c3ccccc3)cs2)o1,0,3,-6,-1,·,10,-2.0,-1.0,7,1
C=CCOc1ccc(Cl)cc1C(=O)O,5,-1,21,-1,-6,·,1.3,-0.9,0,1
Cc1ccc(C)c(N2CCN(C(=O)CSc3ccsc3[N+](=O)[O-])CC2)c1,-11,-13,9,-6,-2,-8,-1.9,-0.6,-5,10
Cc1ccc(C)c(-c2nnc(NC(=O)c3ccc([N+](=O)[O-])o3)o2)c1,1,0,-10,13,-8,-33,-4.6,-1.5,-3,-3

# Just CAL PDZ FP-1, Tat export inh and CAL PDZ FP-2, for 2 of the compounds above:
SMILES,CAL PDZ FP-1,Tat export inh,CAL PDZ FP-2
Cc1ccc(C)c(-c2nnc(NC(=O)c3ccc([N+](=O)[O-])o3)o2)c1,-8,13,-1.5
Cc1ccc(S(=O)(=O)c2c(C)nn(C(C)(C)C)c2OC(=O)C(C)C)cc1,10,9,-0.1

# (cont.)
SMILES,V-ATPase pH,Wnt act,Rtt109 HAT inh,Tat export inh,CAL PDZ FP-1,MITF TRPM1 HTS,CDK5 p35 inh,CAL PDZ FP-2,dFosB act,RTF Ca sens act
CCOc1ccc(CN2CCNC(=O)C2CC(=O)NCCCC2CCCC2)cc1 (stereo not given),1,-1,3,5,-3,16,-0.3,-0.8,-18,6
CCc1cccc2c(C(=O)CSc3nnc(-c4ccoc4C)n3C)c[nH]c12,5,·,-11,5,·,5,-0.8,-2.1,-2,2
Nc1cc(=O)[nH]c(SCC(=O)Nc2cccc(Cl)c2)n1,4,-5,-2,-12,·,-1,-0.7,-2.0,-1,-1
Cc1cccc2nc(-c3ccco3)c(Nc3ccc4c(c3)OCCO4)n12,-1,3,-8,8,·,-8,0.3,-0.2,-3,-6
O=C(N/N=C/c1coc2ccccc2c1=O)c1cccc([N+](=O)[O-])c1,3,2,5,-12,-2,11,-2.4,-1.3,-2,3
CS(=O)(=O)N(CC(=O)NC1CCCCC1)Cc1ccc(F)cc1,-4,-13,0,-6,-1,3,2.0,0.1,-2,8
COc1ccc2c(C=Nc3c(C)n(C)n(-c4ccccc4)c3=O)c(O)n(Cc3ccco3)c(=O)c2c1,7&1,·,-15&4,-14&-2,-4&-6,-4&2,-0.1&-1.5,1.0,1&-23,0&5
COc1cc(/C=C/C(=O)Oc2coc(CSc3ncccn3)cc2=O)cc(OC)c1OC,0,1,7,14,-1,2,0.4,-0.7,2,-1
CC(OC(=O)c1cc(=O)[nH]c2ccccc12)C(=O)Nc1ccccc1F (stereo not given),1,-4,1,4,-6,-4,-2.0,-1.4,14,1
CCOc1cc(NC(=S)NC)c(OCC)cc1NC(=O)c1ccc(OC)cc1,0,-5,3,-5,-1,-1,-0.7,-2.5,-6,3
CCc1cc(CNC(=O)c2ccc(OC3CCN(C(C)=O)CC3)c(OC)c2)on1,5,0,-1,0,-4,1,-2.8,-1.6,-1,-1
Cc1csc(NC(=O)CCC(=O)N(CC(=O)NC2CCCCC2)c2ccccc2)n1,-1,0,-10,-2,-2,-7,-0.9,-2.1,-1,4
COc1cc(/C=N/N(C)C2=NS(=O)(=O)c3ccccc32)cc(OC)c1OC,-19,2,1,-2,-7,9,-1.6,-1.0,-5,-1
CC(C)C(C(=O)NCc1ccco1)N(C(=O)CNS(=O)(=O)c1ccccc1)C1CCCC1 (stereo not given),3,-2,-4,-3,-3,-11,-0.4,-0.1,-4,0
Cc1c(CN2CCC(n3nccc3NC(=O)C3CC3)CC2)[nH]c2ccccc12,3,-1,20,2,0,10,1.7,0.2,-13,-2
CCOC(=O)c1oc2ccccc2c1COC(=O)CNC(=O)c1ccccc1OC,3,0,-2,0,-7,5,0.6,-2.4,-11,1
Cc1ccc2c(c1)COc1c3ccc(C(=O)N4CCCCC4)cc3nn1-2,3,21,4,-4,2,?,1.3,-0.4,-9,9
Cc1cc(Cl)ccc1NC(=S)NCc1ccc(S(N)(=O)=O)cc1,1,-1,-4,-3,6,3,-2.6,-0.8,2,-5
Cc1ccc(NC(=O)CCC(=O)OCC(F)(F)C(F)F)cc1,-2,·,1,-3,-5,-3,-1.2,0.2,-5,-1
Cn1nc(C(F)(F)F)c(-c2ccc(Br)cc2)c1NC(=O)Nc1ccc(F)cc1F,2,7,2,2,·,·,-0.5,-0.1,6,2
Cc1ccc(C2(C)NC(=O)N(CC(=O)N3CCc4ccccc43)C2=O)cc1 (stereo not given),-8,-3,-6,10,·,4,-5.4,-0.6,2,3
O=S(=O)(c1ccc(Cl)c(NC(=S)N/N=C/c2c(F)cccc2F)c1)N1CCOCC1,1,-1,·,1,-3,-16,2.1,-1.9,-4,-6
Cc1cc(C(=O)CSc2nc3ccc(Cl)cc3[nH]2)c(C)n1CC1CCCO1 (stereo not given),-1,·,-2,4,-1,-19,0.8,-0.5,-7,2
CC(NC(=O)COC(=O)Cn1cnc2ccccc2c1=O)C1CC2CCC1C2 (stereo not given),-2,4,10,-6,-2,0,0.5,-3.5,-4,-9

# Entries of single compounds from above.
# `Cc1cc(Cl)ccc1NC(=S)NCc1ccc(S(N)(=O)=O)cc1` in the list: V-ATPase pH: 1; Wnt act: -1; Rtt109 HAT inh: -4; Tat export inh: -3; CAL PDZ FP-1: 6; MITF TRPM1 HTS: 3; CDK5 p35 inh: -2.6; CAL PDZ FP-2: -0.8; dFosB act: 2; RTF Ca sens act: -5
# `COc1cc(/C=N/N(C)C2=NS(=O)(=O)c3ccccc32)cc(OC)c1OC` in the list: V-ATPase pH: -19; Wnt act: 2; Rtt109 HAT inh: 1; Tat export inh: -2; CAL PDZ FP-1: -7; MITF TRPM1 HTS: 9; CDK5 p35 inh: -1.6; CAL PDZ FP-2: -1.0; dFosB act: -5; RTF Ca sens act: -1
# `CC(C)C(C(=O)NCc1ccco1)N(C(=O)CNS(=O)(=O)c1ccccc1)C1CCCC1` (stereo not given) in the list: V-ATPase pH: 3; Wnt act: -2; Rtt109 HAT inh: -4; Tat export inh: -3; CAL PDZ FP-1: -3; MITF TRPM1 HTS: -11; CDK5 p35 inh: -0.4; CAL PDZ FP-2: -0.1; dFosB act: -4; RTF Ca sens act: 0

# (cont.)
SMILES,V-ATPase pH,Wnt act,Rtt109 HAT inh,Tat export inh,CAL PDZ FP-1,MITF TRPM1 HTS,CDK5 p35 inh,CAL PDZ FP-2,dFosB act,RTF Ca sens act
Cc1ccccc1NC(=O)COC(=O)c1ccc(CSc2ccc(Cl)cc2)cc1,2,0,0,-7,-2,-1,0.7,0.1,1,-3
Cc1ccc(OCc2ccc(C#N)cc2)c(C(=O)c2cc(C#N)c(=O)n(C3CC3)c2)c1,3,-13,·,-3,2,-4,0.4,-3.9,-10,3
CC1CCN(C(=S)NC(=O)c2cccc([N+](=O)[O-])c2)CC1,-1,-4,-1,-5,·,-3,-1.3,-0.3,3,-1
C[C@@H](NC(=O)Cn1cnc2c(OCc3ccccc3)ncnc21)c1cccc2ccccc12,-4,-4,-6,-11,-5,11,-1.9,-0.4,26*,-3
Cc1ccc(C)c(N2CCN(C(=O)CCn3c(=S)[nH]c4cc5c(cc4c3=O)OCO5)CC2)c1,-3,·,-2,3,-1,·,0.6,-0.3,4,-5
Cc1ccc2nc(NC(=O)/C=C/c3ccc4c(c3)OCO4)sc2c1,-3,-1,1,-9,1,-5,0.6,-0.6,-5,-3
O=C(NNC(=S)NCc1ccco1)c1ccc(S(=O)(=O)N2CCOCC2)cc1,-3,-3,-4,4,-6,-12,0.4,-1.1,0,2
Cc1noc(C)c1COC(=O)Cc1ccc(Br)cc1,2,-1,-3,5,2,0,-3.3,-1.1,-5,8
O=c1[nH]c(CSc2nnc(-c3ccccc3)n2-c2ccccc2)nc2ccccc12,-2,-9,7,6,-7,-19,0.1,-2.2,-11,14
Cn1cc(Br)c(-c2cccc(NC(=O)CCC(=O)O)c2)n1,-2,-1,2,-6,-4,-6,-1.1,-0.6,1,-3
O=C(Nc1ccc(Cl)cc1)OCCN1CCOCC1,-1,15,-7,4,-2,16,0.1,-0.4,1,5
O/N=C(\Cc1cscn1)c1ccc(O)cc1O,-1,-3,-10,-15,3,4,0.6,0.1,-2,4
COc1ccc(C(=O)OCC(=O)Nc2ccc(F)c(F)c2F)cc1OC,2,-3,-9,-1,7,-10,1.0,1.0,4,-7
